# Screening data deposited in PubChem BioAssay by Small Molecule Screening Facility, UW Madison.
# PriA SSB inh = inhibitors of Klebsiella pneumoniae PriA binding to SSB C-terminal tail, primary screen, biochemical, AlphaScreen; PriA–SSB C-terminal tail interaction (Klebsiella pneumoniae); AlphaScreen SSBct-PriA binding, biotinylated peptide; inhibition, % at 33 µM; 0.6% of 430,000 active; AID 1272365, 2023; in the data active means inhibition mostly above about 37%, no sharp cut-off; inactive means mostly below about 20%;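 further: plate controls were negative control peptide for no effect and reference peptide for full effect; strong numbers were not always called active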
# An asterisk follows results filed as active; & = joins results of further samples. These rows are one share of the data; count on the stated rates, not on these rows.
SMILES,PriA SSB inh
O=C(Cc1ccc(Cl)cc1)NCCOc1ccc(F)cc1,-19&-13
Cc1ccc(C=NN(C)S(=O)(=O)c2ccc(C)cc2)cc1,-5
O=C(c1c(F)cccc1Cl)N1CCN(c2ccc3nnc(-c4ccco4)n3n2)CC1,-4
CC(C)c1ccc(NC(=O)C(=O)NCc2ccc(Cl)cc2)cc1,-21
O=C(CCSc1ccccc1)Nc1nnc(-c2ccno2)o1,-19
O=C(NCc1ccc(F)cc1)c1ccc(=O)n(Cc2cccc(F)c2)n1,-5
CS(=O)(=O)c1ccc(-c2cccc(NS(=O)(=O)c3ccccc3F)c2)nn1,0
O=C(N1CCc2ccccc2C1)C1(c2cccs2)CCCC1,-34
CCOc1ccccc1C(=O)NN=Cc1coc2ccc(Cl)cc2c1=O,-2
CC(=O)c1ccc(NC(=O)CSc2nc(C(F)(F)F)cc(=O)[nH]2)cc1,-9&0
Cc1cc(N)nc(N2CC(C)OC(C)C2)n1 (stereo not drawn),-2
O=C(CSc1nnc2ccc(-c3cccnc3)nn12)Nc1ccc(Cl)c(Cl)c1,-10
O=C(NCc1c(F)cccc1F)C(=O)NC1CC1,2
O=C(/C=C/c1cccs1)NC(=S)N1CCc2ccccc21,0
Cc1cc(C)n(CC2CCN(CC(=O)Nc3cc(C(F)(F)F)ccc3Cl)CC2)n1,4
O=C1c2cccc3cccc(c23)C(=O)N1CCc1ccc(S(=O)(=O)NCc2ccco2)cc1,-19
Oc1cc(OCc2ccccc2F)ccc1-c1ncncc1-c1ccccc1,-11
O=C(CN1C(=O)c2ccccc2C1=O)Nc1nc2c(s1)CCCC2,2
O=C(Nc1ccc(O)c(-c2nc3ccccc3s2)c1)c1ccc(N2C(=O)CCC2=O)cc1,-9
CCn1ccnc1N1CCN(C(C)=O)CC1,-11
COc1ccccc1NS(=O)(=O)c1ccc(Oc2ccccc2OC)cc1,-17&-6
CC(=O)c1cccc(N=Cc2ccc(OC(=O)c3ccccn3)cc2)c1,-9
CC(CC(=O)NCc1ccco1)=NNC(=O)COc1ccc(Cl)cc1Cl,-13
CNC(=O)Cc1csc(Nc2ccc(F)cc2)n1,1
COc1ccc(C(=O)NCc2nnc(SCC(=O)Nc3nnc(C)s3)n2CCc2ccccc2)cc1,1
# (cont.)
SMILES,PriA SSB inh
O=C(Nc1nnc(-c2ccc(Br)cc2)o1)c1ccc(F)cc1,3
O=C(NCc1ccccc1)NCC(O)Cc1ccccc1 (stereo not drawn),2
CS(=O)(=O)c1cccc(-c2nnc(N)o2)c1,7&15
Cn1cc(C(=O)NCCc2nc3c(c(C(F)(F)F)n2)COCC3)nn1,-11
CC(C)(C)CC(=O)NCCn1ncc2c(=O)n(Cc3ccccc3F)cnc21,1
O=c1[nH]c2ccccc2c(=O)n1C1CCN(S(=O)(=O)C2CC2)CC1,-14
Cn1c(SCC(=O)Nc2cccc(Cl)c2)nnc1-c1cccn(C)c1=O,-7&-3
Cc1ccc(-c2cc(N3CCOCC3)c3cc(NC(=O)c4cccc(Cl)c4)ccc3n2)cc1,-32
CCc1ccc(Oc2cc(N3CCC(C(=O)N4CC=C(c5ccccc5)CC4)CC3)ncn2)cc1,-21
COC(=O)c1cc(Nc2cccc(C(F)(F)F)c2)c2cc(Cl)ccc2n1,-27
CC(C)c1nnc(NC(=O)c2c[nH]c3c(C(F)(F)F)cccc3c2=O)s1,-6&0
COC(=O)c1ccc(C(=O)Nc2nnc(Cc3ccc(C)cc3)o2)cc1,3
CCSc1ccccc1C(=O)N1CCN(c2ccc(-n3cncn3)nn2)CC1,-19
C[C@H]1CCc2sc(NC(=O)c3ccc(Cl)cc3Cl)c(C#N)c2C1,-6
COc1ccccc1N1CCN(C(=O)c2[nH]c3ccc(C)cc3c2NC(=O)c2cccc(C)c2)CC1,17
Cc1cc(NC(=O)CSc2ccc(NC(=O)c3ccccc3F)nn2)on1,-1
CC1(C)Cc2c(sc(N=CN3CCCCCC3)c2C#N)C(C)(C)N1,7
CC(C)(C)n1ncc2c(=O)n(NC(=O)C3CC3)cnc21,-13&-2
CNC(=O)c1ccsc1NC(=O)CSc1ccc(C)cc1,-10
O=C(c1ccccc1Br)N(Cc1cccs1)C1CCOCC1,-9
Cc1cc(C(F)(F)F)nc(CCNC(=O)CSc2ccc(F)cc2)n1,6
O=C(NCCn1ncc2c(N3CCN(Cc4ccccc4)CC3)ncnc21)c1c(F)cccc1Cl,-12
COc1cc(OC)cc(N2C(=O)C3N=NN(Cc4nc(-c5ccccc5C)no4)C3C2=O)c1 (stereo not drawn),1
O=C(NCc1ccc2c(c1)OCO2)c1ccc2c(=O)nc3c(-c4cccc(F)c4)n[nH]n3c2c1,1
O=C1/C(=C/c2cccc([N+](=O)[O-])c2)CC/C1=C\c1cccc([N+](=O)[O-])c1,-20

# Already shown: entries from further up.
SMILES,PriA SSB inh
O=C(NCc1ccc2c(c1)OCO2)c1ccc2c(=O)nc3c(-c4cccc(F)c4)n[nH]n3c2c1,1
O=C1/C(=C/c2cccc([N+](=O)[O-])c2)CC/C1=C\c1cccc([N+](=O)[O-])c1,-20

# Returning to the listing, starting six compounds before the break.
SMILES,PriA SSB inh
O=C(c1ccccc1Br)N(Cc1cccs1)C1CCOCC1,-9
Cc1cc(C(F)(F)F)nc(CCNC(=O)CSc2ccc(F)cc2)n1,6
O=C(NCCn1ncc2c(N3CCN(Cc4ccccc4)CC3)ncnc21)c1c(F)cccc1Cl,-12
COc1cc(OC)cc(N2C(=O)C3N=NN(Cc4nc(-c5ccccc5C)no4)C3C2=O)c1 (stereo not drawn),1
O=C(NCc1ccc2c(c1)OCO2)c1ccc2c(=O)nc3c(-c4cccc(F)c4)n[nH]n3c2c1,1
O=C1/C(=C/c2cccc([N+](=O)[O-])c2)CC/C1=C\c1cccc([N+](=O)[O-])c1,-20
CC1CN(C(=O)c2cccc3c2-c2ccccc2C3=O)CC(C)O1 (stereo not drawn),-9
O=C(NCCC1=CCCCC1)c1c[nH]c(=O)n(Cc2ccccc2F)c1=O,-8
CCSc1ccccc1C(=O)N1CC(c2nc(-c3cnccn3)no2)C1,-11
CC1CCN(C(=O)CSc2nc(=O)[nH]c3c2CCC3)CC1,1
CC(C)CCN1C(=O)CCc2cc(NC(=O)c3ccc(F)cc3Cl)ccc21,-1
COc1cccc(Cc2csc(NCc3ccccc3)n2)c1,-12
Ic1cccc2cccnc12,33
CCN1C(=O)/C(=C\c2ccc(NC(=O)C(F)(F)F)cc2)SC1=S,-1
C=CCOC(=O)COc1ccc2c(=O)c(-c3ccc(Cl)cc3)c(C)oc2c1,2
CSc1cccc(NC(=O)C2CCN(c3c(C#N)cnc4ccc(F)cc34)CC2)c1,-8
O=C/C=C/c1ccco1,-27
Cc1cc(C(=O)NC2CC3CCC(C2)N3S(C)(=O)=O)n(C)n1 (stereo not drawn),-7
O=C(NCCn1ncc2c(N3CCN(c4ncccn4)CC3)ncnc21)c1cc2ccccc2o1,3
COc1ccc(CCNC(=O)Cn2cnc(-c3ccc(F)cc3)cc2=O)cc1OC,-8&7
COC(=O)NN=Cc1ccccc1OC/C=C/c1ccccc1,0
CC(C)c1cc(=O)n2c(n1)SCC2CC(=O)NCc1ccc(Cl)cc1 (stereo not drawn),-21
COc1ccccc1OCc1ccc(C(=O)NN=Cc2ccco2)cc1,3
COc1ccc(CC(=O)NCc2ccnc(N(C)C)n2)cc1,-3
NC(=NOC(=O)c1ccc2c(c1)OCO2)c1cccc([N+](=O)[O-])c1,-2
CCOc1ccc(NC(N)=Nc2nc(CSc3nnc(C)s3)cc(=O)[nH]2)cc1,-8
C[C@H](NC(=O)C(=O)NCC1CCN(C(=O)c2ccncc2)CC1)c1ccccc1,-12
Cc1cnc(NC(=O)c2ccc(Cn3ccnc3)cc2)s1,1
Cc1ccc2c(-c3ccccc3)nc(N3CC(C)OC(C)C3)nc2c1 (stereo not drawn),-8
NC(=S)NN=C1CC(n2nnnc2-c2ccccc2Cl)C2COC1O2 (stereo not drawn),-1
Cc1cccc(NC(=O)Nc2nc(C(=O)NCCC3=CCCCC3)cs2)c1,10

# Given bar-delimited: part of the list above.
SMILES | PriA SSB inh
O=C/C=C/c1ccco1 | -27
CCSc1ccccc1C(=O)N1CC(c2nc(-c3cnccn3)no2)C1 | -11
COc1ccc(CC(=O)NCc2ccnc(N(C)C)n2)cc1 | -3
C=CCOC(=O)COc1ccc2c(=O)c(-c3ccc(Cl)cc3)c(C)oc2c1 | 2
COc1ccc(CCNC(=O)Cn2cnc(-c3ccc(F)cc3)cc2=O)cc1OC | -8&7
CC1CCN(C(=O)CSc2nc(=O)[nH]c3c2CCC3)CC1 | 1
CC(C)CCN1C(=O)CCc2cc(NC(=O)c3ccc(F)cc3Cl)ccc21 | -1

# Next compounds
SMILES,PriA SSB inh
CCOC(=O)c1nn(-c2ccc(OC)cc2)c(=O)c2c(NC(=O)c3c(OCC)ccc4ccccc34)scc12,3
NCCC(=O)NCCc1ccccc1,-3
Oc1c(Br)cccc1C=NNc1c(F)c(F)c(F)c(F)c1F,-5
CCc1cccc(OCC(=O)Nc2nc(-c3ccc4c(c3)N(C)C(=O)CO4)c(C)s2)c1,-9
Cc1cc(C)cc(OC(C)c2ccnc3nc(N=CN(C)C)nn23)c1 (stereo not drawn),-8
O=C(NCc1cccnc1)C(=O)NCc1cccs1,-5
CCOc1ccc(C(=O)Nc2cccc(-c3cn4ccsc4n3)c2)cc1,17
COc1ncccc1C(=O)N1CCC(Oc2cc(C)n(C)c(=O)c2)C1 (stereo not drawn),3
C=CCN1C(=O)C(C)(C)COc2cc(NS(=O)(=O)c3ccc(NC(=O)CC)cc3C)ccc21,-13
Cc1cccn2cc(-c3ccccc3NC(=O)c3ccno3)nc12,-11
COc1cccc2cc(C(=O)NCC3CCN(c4ncccc4C#N)CC3)oc12,8
O=C1C=C/C(=N/Oc2ccc([N+](=O)[O-])cc2[N+](=O)[O-])c2cccnc21,-1
CCOc1cc(C=NNC(=O)c2ccccc2-n2cccc2)ccc1O,6
Cc1ccc(C)c(-c2nnc(NC(=O)C3CCN(S(=O)(=O)c4cccs4)CC3)o2)c1,5
CCOc1ccc(-c2ccc(N3CCN(C(=O)c4c(OC)cccc4OC)CC3)nn2)cc1,-8
CC(C)(c1ccccc1)c1ccc(OCC(=O)N2CCOCC2)cc1,4
O=C(Cc1ccc(NS(=O)(=O)c2ccc3oc(=O)[nH]c3c2)cc1)N1CCCC1,-4
O=C(Nc1ccc2cn[nH]c2c1)c1coc(NC(=O)c2cccs2)n1,-16
CCOC(=O)c1cnn(-c2cccc(C)c2C)c1N,-5
CS(=O)(=O)N1C2CCC1CC(NC(=O)Cn1cc(-c3ccc(F)cc3)cn1)C2 (stereo not drawn),-3
COCC(C)(O)CNC(=O)c1ccccc1C(F)(F)F (stereo not drawn),6
O=C(CSc1nccn1-c1ccc(Cl)cc1)N1CCc2ccccc21,61
Cc1ccc(-c2csc(NC(=O)c3cc(-c4cccs4)nc4ccccc34)n2)o1,-5
O=C(c1ccccc1C(F)(F)F)N1CCOC[C@@H]1CO,-15
O=C(NCCCc1ccccc1)C1CCN(S(=O)(=O)c2cccc3cnccc23)CC1,-25
# The list continues:
SMILES,PriA SSB inh
COc1ccc2nc(-c3ccc([N+](=O)[O-])cc3)nc(-c3ccccc3)c2c1,19
CN1C(=O)C(C)(C)COc2ccc(NC(=O)Nc3ccc4c(c3)OCO4)cc21,-17
CCc1ccc(C=NNC(=O)c2cc(C3CC3)nc3ccc(Br)cc23)s1,-13
COc1ccc(CNC(=O)C2CCN(c3c(C#N)cnc4ccc(F)cc34)CC2)cc1OC,2
O=C(NC1CCN(c2nccs2)C1)c1ccc(Cl)s1 (stereo not drawn),20
Cc1cc(C(=O)N2CC(c3nc(-c4ccco4)no3)C2)no1,-13
O=C(O)C1CC(=O)N(c2ccc(Cl)cc2)C1 (stereo not drawn),11
O=S(=O)(C1CC1)N1CCC[C@H](c2nnc(-c3ccsc3)o2)C1,-4
O=C(CCc1ccccc1)Nc1nnc(C2=COCCO2)o1,5
COC1CCN(C(=O)c2cnn(-c3ccccc3)n2)CC1,-5
Cc1cc2cc(CCNC(=O)C(=O)c3c(C)[nH]c4ccccc34)c(=O)[nH]c2cc1C,-4
CCOc1ccc(C(=O)Nc2cccc(-c3ccc4nnc(-c5ccncc5)n4n3)c2)cc1,-15
COc1ccc(-c2nsc(C(=O)N3CCSCC3)c2N)cc1,-11
COc1ccc(S(=O)(=O)C(CNC(=O)Cc2ccc(F)cc2)c2cccs2)cc1 (stereo not drawn),-11
COC(=O)c1ccc(C(=O)Nc2nc(-c3csc(NC(=O)c4ccc(C(=O)OC)cc4)n3)cs2)cc1,-3&15
Cn1c(=O)c2c(ncn2CC(=O)N2CCSC(c3ccccc3Cl)CC2)n(C)c1=O (stereo not drawn),-11
Cc1cc(C)c(S(=O)(=O)NCCCn2ncccc2=O)cc1C,5
O=C(NCCn1ccn2nccc12)c1nc2ccccc2s1,-18
O=C(Oc1ccccc1)c1ccc(Br)cc1,-5
O=C(COc1ccc(Cl)cc1)Nc1cnc(N2CCOCC2)nc1,-21
COc1ccc(CCNC(=O)Cn2cc(S(=O)(=O)Cc3ccc(C)cc3)c3ccccc32)cc1OC,-8
Cc1cc(C)c2c(c1)C(=NNS(=O)(=O)c1ccccc1)CCC2,-24
Cn1ccnc1S(=O)(=O)C1CCN(C(=O)C2c3ccccc3Oc3ccccc32)CC1,-12
O=C1CSCCN1,-10
COc1ccc(NC(=O)CSc2nnc(CN3CCOCC3)o2)c(OC)c1,-9
# Additional records.
SMILES,PriA SSB inh
COc1ccc(Cl)cc1C(=O)N1CCC(S(=O)(=O)Cc2ccco2)CC1,-22
CS(=O)(=O)c1ccccc1C(=O)N(CCCN1CCOCC1)c1nc2ccc(F)cc2s1,11
Clc1cccc(-c2ccc(C=Nn3cnnc3)o2)c1,0
O=C(Nc1ccc(F)cc1)Nc1nc(C(=O)NCC2CCCO2)cs1 (stereo not drawn),-6&-2
N#Cc1ccccc1NC(=O)C(=O)NCCSc1ncc(-c2ccccc2)[nH]1,-16
Cc1cc(NC(=O)CSCc2ccccc2)n(-c2nc(-c3ccc(F)cc3)cs2)n1,-17
Cc1cc(NC(=O)c2c(F)cccc2F)n(-c2nc3c(cnn3-c3cccc(Cl)c3)c(=O)[nH]2)n1,4
O=C1NCCNC1=CC(=O)c1ccc(Br)cc1,4
